Source: PubChem
MBNL1-CUG inh = inhibitors of human MBNL1 binding to CUG repeat RNA | Potency, µM (doses to about 57.5 µM), for inactives: at the top dose activity change, negative = inhibition, actives largely listed as inhibitors | 0.036% of 280,000 active | AID 2675 | TR-FRET MBNL1-His/biotin-(CUG)12 binding, 665/545 ratio; active = well fitted inhibition curve with a large enough effect in the signal ratio, with a control signal flat, not every such curve was filed as active; inconclusive = small, poorly fitted or top-dose-only effect, or effect the other way, or a change in a side signal; inactive = no such curve, though single readings can be large or run the other way; the % refers to the signal ratio; also: % is scaled to controls: 0 for no effect and ±100 for the full control effect
Target sequence (Q9NR56 whole entry, looked up): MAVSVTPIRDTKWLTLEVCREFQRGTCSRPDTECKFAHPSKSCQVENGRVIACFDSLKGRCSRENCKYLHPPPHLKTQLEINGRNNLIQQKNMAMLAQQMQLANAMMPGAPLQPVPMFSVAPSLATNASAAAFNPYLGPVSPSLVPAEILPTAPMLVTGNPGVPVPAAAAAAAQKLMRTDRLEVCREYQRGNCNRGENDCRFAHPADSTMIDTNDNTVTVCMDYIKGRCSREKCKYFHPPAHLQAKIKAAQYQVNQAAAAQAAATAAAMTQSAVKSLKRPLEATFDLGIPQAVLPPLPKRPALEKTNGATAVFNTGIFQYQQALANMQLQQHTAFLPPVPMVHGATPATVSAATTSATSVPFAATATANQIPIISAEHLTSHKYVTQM
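His-tagged MBNL1 binding to biotinylated (CUG)12 RNA was measured by TR-FRET using terbium anti-His antibody (0.055 ng/ul final) and streptavidin-XL665 (5 nM final). Compounds were titrated 92 nM to 58 uM; 60 min at room temperature.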
BRCA1 expr act = BRCA1 expression activation | MCF7-BRCA1-FFLuc reporter, luminescence, 48 h; response scale: scaled: vehicle 0%, 10 µM genistein 100% | Potency, µM (series often up to 46.1 µM), without a hit: at the highest dose activation, hits mostly activators | 1.1% of 380,000 active | AID 624202; also: nearly all actives have a fitted effect of over 80% in size; some results filed as inactive show a strong effect at the top dose
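MCF7 cells carrying a BRCA1-firefly luciferase reporter (2000 cells/well, phenol-red free MEM) were attached for 2 h at 37 °C, then given compounds for 48 h. Luminescence was read 15 min after luciferase reagent; activity normalized to genistein (10 microM) and DMSO.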
Rab9 promoter act = activators of Rab9 promoter. AID 485297. Huh7 Rab9 promoter-luciferase reporter, luminescence, 24 h. Potency, µM (doses to about 9.22 µM), for the others: at the top dose activation, negative = inhibition, actives largely listed as activators. 2.8% of 320,000 active; also: % of control where 0% means no effect; nearly all actives have a fitted effect of over 60% in size
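Cells were plated at 1500 per well in reduced-serum medium with 10% FBS and left 2 h. Compound in DMSO was then added for 24 h at 37 °C. Reporter signal was read by luminescence after 10 min with luciferase detection reagent.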
uPA surface inh = inhibitors of cell surface uPA generation. 0.31% of 330,000 active. cell surface uPA generation assay, qHTS. Potency, µM (doses to about 38.3 µM), without a hit: top-dose activity change, negative = inhibition, usual class: inhibitors. AID 540303; active = well fitted inhibition curve with a large enough effect; inconclusive = small, poorly fitted or top-dose-only effect; inactive = no such curve, though single readings can be large or run the other way; tested in mouse RAW 264.7 cells; also: % is scaled to controls: 0 for no effect and ±100 for the full control effect; nearly all actives have a fitted effect of over 55% in size
Gal4-VP16 FLuc = Gal4-VP16 reporter inhibition counter-screen; 3.5% of 310,000 active; Drosophila S2 Gal4-VP16 UAS-luciferase, luminescence, 20 h; Potency, µM (series often up to 53.6 µM), for inactives: at the highest dose activity, negative = inhibition, most hits filed as inhibitors;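 also: Gal4-VP16 expression switched on by copper sulfate through the metallothionein promoter; % is scaled to controls: 0 for no effect and ±100 for the full control effect; nearly all actives have a fitted effect of over 50% in size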
MLL CXXC-DNA inh = inhibitors of human MLL CXXC domain-DNA interaction; MLL-CXXC / FITC-HOXA9 DNA fluorescence polarization; Potency, µM (titrated, usually from 115 µM), for inactives: at the highest dose activity change, negative = inhibition, usual class: inhibitors; 0.037% of 290,000 active; active = well fitted inhibition curve with a large enough effect in the polarisation, with a control signal flat, not every such curve was filed as active; inconclusive = small, poorly fitted or top-dose-only effect, or effect the other way, or a change in a side signal; inactive = no such curve, though single readings can be large or run the other way; the % refers to the polarisation
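Purified MLL-CXXC (added from a 7 uM solution) was preincubated 5 min at ambient with pinned compounds in 50 mM Tris-HCl pH 7.5, 50 mM NaCl, 1 mM DTT, 0.05% BSA. Fluorescein-labeled HOX-A9 DNA (50 nM solution) followed, 30 min, then polarization read.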
RORg inh = blocks mouse ROR gamma transcriptional activity. Potency, µM (highest dose often 53.6 µM), for the others: at the highest dose activity change, negative = inhibition, hits mostly inhibitors. Drosophila S2 Gal4-RORgamma UAS-luciferase reporter, 20 h. 5.4% of 310,000 active; also: % is scaled to controls: 0 for no effect and ±100 for the full control effect; nearly all actives have a fitted effect of over 60% in size
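Luminescence from a UAS-regulated Photinus luciferase reporter in stably transfected Drosophila Schneider cells is measured; decreased signal marks ROR gamma inhibition. Fusion expression is induced by 700 uM copper sulfate for 20 hr.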
ELG1 genotoxic = inducers of genotoxicity in HEK293T ELG1-luciferase cells | HEK293T ELG1-luciferase reporter, luminescence, 16 h | AID 504466 | Potency, µM (titrated, usually from 46 µM), for inactives: at the highest dose activity change, positive = activation, hits mostly activators | 1.3% of 330,000 active; also: % of control where 0% means no effect; nearly all actives have a fitted effect of over 60% in size
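HEK293T cells expressing luciferase-tagged ELG1 were exposed to compound or DMSO vehicle for 16 hr at 37 °C and 5% CO2. Luciferase activity was then measured with ONE-Glo after 30 min at room temperature.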
NPC1 promoter act = NPC1 promoter activation. Huh7 NPC1 promoter luciferase reporter, 24 h. 2.4% of 320,000 active. Potency, µM (top dose mostly 9.22 µM), inactives show top-dose activation, usual class: activators;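 also: % of control where 0% means no effect; nearly all actives have a fitted effect of over 60% in size; reporter is driven by a mutant NPC1 promoter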
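In 1536-well qHTS, Huh7 cells harboring an NPC1 promoter–luciferase construct received compound for 24 h; activation was quantified by luminescence following luciferase reagent addition.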
FLuc counter = counter-screen for miR-21 project: firefly luciferase inhibitors or activators; P08659; purified FLuc, Km substrates, luminescence inhibition; Potency, µM (top dose mostly 57.5 µM), without a hit: top-dose activity change, negative = inhibition, actives largely listed as inhibitors; 6.9% of 360,000 active; AID 588342;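 also: plate controls were vehicle for no effect and reference inhibitor for full effect; nearly all actives have a fitted effect of over 55% in size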
Target sequence (P08659 whole entry, looked up): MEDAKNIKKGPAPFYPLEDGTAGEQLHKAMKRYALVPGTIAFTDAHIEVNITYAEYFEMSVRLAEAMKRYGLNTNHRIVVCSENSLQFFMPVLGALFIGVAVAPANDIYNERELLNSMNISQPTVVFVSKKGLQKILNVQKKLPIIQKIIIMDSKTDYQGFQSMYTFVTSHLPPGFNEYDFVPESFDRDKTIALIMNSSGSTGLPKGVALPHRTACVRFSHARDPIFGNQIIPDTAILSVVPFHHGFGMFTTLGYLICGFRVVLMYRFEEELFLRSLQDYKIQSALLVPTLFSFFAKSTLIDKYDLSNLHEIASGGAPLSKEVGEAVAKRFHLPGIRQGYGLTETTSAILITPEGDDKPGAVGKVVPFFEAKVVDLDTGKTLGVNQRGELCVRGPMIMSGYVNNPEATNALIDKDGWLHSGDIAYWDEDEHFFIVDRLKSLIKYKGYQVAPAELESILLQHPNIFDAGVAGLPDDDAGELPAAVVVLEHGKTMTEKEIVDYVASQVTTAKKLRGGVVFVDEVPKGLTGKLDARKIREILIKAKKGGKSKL
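Purified P. pyralis luciferase, 10 nM final, with Km-level 10 uM D-luciferin and 10 uM ATP in 50 mM Tris acetate pH 7.5, 10 mM Mg acetate, 0.01% Tween-20, 0.05% BSA; 6-point qHTS titration about 60 µM downward; luminescence read.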
p53 reactivation = re-activators of mutant p53; H1299 p53-A138V BP100-luciferase reporter, luminescence, 24 h; Potency, µM (top dose mostly 92.2 µM), inactives show at the highest dose activity change, positive = activation, hits mostly activators; 0.063% of 320,000 active; AID 504706; also: % of control where 0% means no effect; nearly all actives have a fitted effect of over 45% in size
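H1299 (p53-null), stable ts p53-A138V + BP100-Luc; 1000 cells/well, Opti-MEM/10% FBS; cpd 4 pt, 1:5; 24 h, 37 deg C, 5% CO2; detection reagent 10 min RT; luminescence.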
* = called active by the depositor; ? = inconclusive; . = no result given; [ ] = dose if it differs, or a comment. Unless noted, calls follow the shape of the dose curve; as a rule, active = well fitted curve in the direction sought with a large enough effect; inconclusive = small, poorly fitted or top-dose-only effect, or another doubt; inactive = no such curve, though single readings can be large; an effect the other way counts as inactive or inconclusive. Potency is read from the fitted curve at half-maximal effect. A portion of the library; the hit share may differ from the screen's.

nr | mol | MBNL1-CUG inh | BRCA1 expr act | Rab9 promoter act | uPA surface inh | Gal4-VP16 FLuc | MLL CXXC-DNA inh
1 | COc1ccc(N(CC(=O)Nc2cc(C)cc(C)c2)S(=O)(=O)c2ccccc2[N+](=O)[O-])c(OC)c1 | -9.1% | 0.0% | -9.7% | 5.3% | -5.0% | 11.1%
2 | C=CCN1/C(=C2/SC(=S)N(C)C2=O)Sc2ccccc21 | 18.3% | . | 3.1% | . | -21.4% | ?
3 | COc1ccc(NC(=O)C#Cc2ccccc2)cc1 | -5.0% | 8.5% | ? | -11.8% | ? | -19.2%
4 | COc1ccc(N2CCN(C(=O)c3ccc(NS(=O)(=O)c4ccccc4)cc3)CC2)cc1 | ? | 15.5% | 7.8% | -0.6% | 3.5% | -1.1%
5 | CCOC(=O)CN1C(=O)C(CC)Oc2ccccc21 (configuration not stated) | -0.8% | 0.9% | 0.6% | . | 1.2% | -2.2%
6 | COc1ccccc1NC(=O)CSc1nc2c(sc3ccccc32)c(=O)n1CCN(C)C | 7.5% | -20.6% | 1.5% | -5.8% | ? | 9.5%
7 | Cc1ccc(/C(N)=N/OC(=O)c2cccc(Cn3cc(C(F)(F)F)ccc3=O)c2)cc1 | -4.2% | 10.6% | 9.8% | 0.0% | ? | 1.3%
8 | COc1cc(NC(=S)N2CCN(C(=O)c3ccco3)CC2)c(OC)cc1Cl | -4.1% | -1.9% | 0.8% | -2.6% | 0.9% | 11.0%

nr | RORg inh | ELG1 genotoxic | NPC1 promoter act | FLuc counter | p53 reactivation
1 | -2.2% | -1.8% | -3.2% | -4.6% | 1.8%
2 | ? | 13.5% | 22.2% | 0.3% | ?
3 | 20.0% | ? | 1.41µM* | 8.49µM* | -52.9%[inhibitor]
4 | -8.4% | -3.0% | 4.8% | -3.3% | 0.9%
5 | -3.2% | 2.6% | -4.2% | 0.4% | 13.1%
6 | ? | -13.4% | -3.1% | -2.9% | -1.5%
7 | -24.8% | 1.7% | ? | 21.3µM* | 5.7%
8 | -0.6% | 0.0% | 6.2% | 0.5% | -18.8%

Arranged by length of the SMILES (descending): part of the list above.
nr | mol | MBNL1-CUG inh | BRCA1 expr act | Rab9 promoter act | uPA surface inh | Gal4-VP16 FLuc | MLL CXXC-DNA inh
7 | Cc1ccc(/C(N)=N/OC(=O)c2cccc(Cn3cc(C(F)(F)F)ccc3=O)c2)cc1 | -4.2% | 10.6% | 9.8% | 0.0% | ? | 1.3%
6 | COc1ccccc1NC(=O)CSc1nc2c(sc3ccccc32)c(=O)n1CCN(C)C | 7.5% | -20.6% | 1.5% | -5.8% | ? | 9.5%
3 | COc1ccc(NC(=O)C#Cc2ccccc2)cc1 | -5.0% | 8.5% | ? | -11.8% | ? | -19.2%

nr | RORg inh | ELG1 genotoxic | NPC1 promoter act | FLuc counter | p53 reactivation
7 | -24.8% | 1.7% | ? | 21.3µM* | 5.7%
6 | ? | -13.4% | -3.1% | -2.9% | -1.5%
3 | 20.0% | ? | 1.41µM* | 8.49µM* | -52.9%[inhibitor]

The list goes on.
nr | mol | MBNL1-CUG inh | BRCA1 expr act | Rab9 promoter act | uPA surface inh | Gal4-VP16 FLuc | MLL CXXC-DNA inh
9 | CCOP(=O)(c1ccc(N(C)C)cc1)C(O)c1ccc(OC)cc1 (configuration not stated) | -5.8% | 0.0% | -0.8% | 0.4% | -7.8% | 22.8%
10 | COc1ccccc1-c1cc(C(F)(F)F)nc(NCc2ccco2)n1 | 7.7% | -29.5% | -4.7% | -0.1% | -2.0% | 5.6%
11 | O=C(c1ccc(F)cc1)N1CCN(c2ccc([N+](=O)[O-])c(N3CCOCC3)c2)CC1 | ? | -2.1% | -3.3% | -3.9% | -8.0% | 5.6%
12 | Cc1cc2c3c(c1)C(C)CC(C)(C)N3C(=O)C2=O (configuration not stated) | ? | 1.9% | -9.9% | -2.7% | 4.5% | -6.9%
13 | COc1cccc(C(C(=O)NCC2CCCO2)N(C(=O)Cn2nnc3ccccc32)c2ccccc2C(C)=O)c1OC (configuration not stated) | -2.5% | -22.4% | -3.5% | 0.5% | 0.8% | -6.9%
14 | CSC1=C(C#N)C(C)CC(=O)N1 (configuration not stated) | -21.4% | -10.6% | -3.4% | 5.2% | 0.0% | 2.7%
15 | Clc1ccc2[nH]c3c(NCC4CCCO4)ncnc3c2c1 (configuration not stated) | -4.0% | . | 0.6% | . | ? | -1.4%
16 | O=C(CCC(=O)c1cccs1)c1cccs1 | 21.7% | ? | 0.631µM* | . | -29.7% | 5.7%

nr | RORg inh | ELG1 genotoxic | NPC1 promoter act | FLuc counter | p53 reactivation
9 | 9.8% | 3.0% | 0.7% | 1.0% | -3.7%
10 | 13.6% | -4.5% | -1.6% | 0.5% | 14.8%
11 | 14.3% | -1.2% | -2.1% | 0.9% | -6.2%
12 | -0.9% | -0.1% | -4.3% | -15.8% | 4.6%
13 | 7.9% | 4.2% | 0.4% | -0.2% | -0.2%
14 | 19.2% | 0.5% | 2.2% | -10.1% | -15.6%
15 | -68.7% | -9.1% | 0.1% | ? | -4.6%
16 | ? | 16.4µM* | 1.26µM* | 4.78µM* | ?

Of the compounds above, 7 have sulfur.
nr | mol | MBNL1-CUG inh | BRCA1 expr act | Rab9 promoter act | uPA surface inh | Gal4-VP16 FLuc | MLL CXXC-DNA inh
1 | COc1ccc(N(CC(=O)Nc2cc(C)cc(C)c2)S(=O)(=O)c2ccccc2[N+](=O)[O-])c(OC)c1 | -9.1% | 0.0% | -9.7% | 5.3% | -5.0% | 11.1%
2 | C=CCN1/C(=C2/SC(=S)N(C)C2=O)Sc2ccccc21 | 18.3% | . | 3.1% | . | -21.4% | ?
4 | COc1ccc(N2CCN(C(=O)c3ccc(NS(=O)(=O)c4ccccc4)cc3)CC2)cc1 | ? | 15.5% | 7.8% | -0.6% | 3.5% | -1.1%
6 | COc1ccccc1NC(=O)CSc1nc2c(sc3ccccc32)c(=O)n1CCN(C)C | 7.5% | -20.6% | 1.5% | -5.8% | ? | 9.5%
8 | COc1cc(NC(=S)N2CCN(C(=O)c3ccco3)CC2)c(OC)cc1Cl | -4.1% | -1.9% | 0.8% | -2.6% | 0.9% | 11.0%
14 | CSC1=C(C#N)C(C)CC(=O)N1 (configuration not stated) | -21.4% | -10.6% | -3.4% | 5.2% | 0.0% | 2.7%
16 | O=C(CCC(=O)c1cccs1)c1cccs1 | 21.7% | ? | 0.631µM* | . | -29.7% | 5.7%

nr | RORg inh | ELG1 genotoxic | NPC1 promoter act | FLuc counter | p53 reactivation
1 | -2.2% | -1.8% | -3.2% | -4.6% | 1.8%
2 | ? | 13.5% | 22.2% | 0.3% | ?
4 | -8.4% | -3.0% | 4.8% | -3.3% | 0.9%
6 | ? | -13.4% | -3.1% | -2.9% | -1.5%
8 | -0.6% | 0.0% | 6.2% | 0.5% | -18.8%
14 | 19.2% | 0.5% | 2.2% | -10.1% | -15.6%
16 | ? | 16.4µM* | 1.26µM* | 4.78µM* | ?
